Bioassay records from PubChem.
Giardia FBPA inh = inhibitors of Giardia lamblia fructose-1,6-bisphosphate aldolase; purified Giardia FBPA; A8B2U2; 290,000 tested, 0.71% active; Potency, µM (doses to about 59.6 µM), for inactives: top-dose activity, negative = inhibition, usual class: inhibitors; note: potency is the fitted concentration of half-maximal effect; nearly all actives have a fitted effect of over 55% in size
Target sequence (A8B2U2 whole entry, looked up): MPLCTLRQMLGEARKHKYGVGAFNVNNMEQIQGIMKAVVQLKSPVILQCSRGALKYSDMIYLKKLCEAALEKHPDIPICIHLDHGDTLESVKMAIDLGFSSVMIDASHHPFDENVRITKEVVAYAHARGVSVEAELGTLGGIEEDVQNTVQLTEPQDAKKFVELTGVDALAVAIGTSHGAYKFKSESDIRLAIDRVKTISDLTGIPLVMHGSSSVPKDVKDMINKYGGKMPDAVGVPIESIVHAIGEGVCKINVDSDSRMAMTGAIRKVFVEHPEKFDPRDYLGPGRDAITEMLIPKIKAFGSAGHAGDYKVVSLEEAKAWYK
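Giardia FBPA (40 nM reagent) was preincubated 10 min at RT with compound (up to 57.5 uM final), then substrate plus GAPDH/TPI/NAD/arsenate coupling system with diaphorase/resazurin was added; resorufin fluorescence (525/598 nm) was read after 20 min.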
AmpC detergent = blocks E. coli AmpC beta-lactamase in detergent assay | P00811 | 370,000 tested, 0.041% active | AmpC hydrolysis of nitrocefin, absorbance 480 nm, 0.01% Triton | AID 485294 | Potency, µM (titrated, usually from 114 µM), without a hit: at the highest dose activity change, negative = inhibition, actives largely listed as inhibitors;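 note: potency is the fitted concentration of half-maximal effect; 0% = no-compound wells and -100% = no-enzyme wells; nearly all actives have a fitted effect of over 25% in size; some results filed as inactive show a strong effect at the top dose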
Target sequence (P00811 whole entry, looked up): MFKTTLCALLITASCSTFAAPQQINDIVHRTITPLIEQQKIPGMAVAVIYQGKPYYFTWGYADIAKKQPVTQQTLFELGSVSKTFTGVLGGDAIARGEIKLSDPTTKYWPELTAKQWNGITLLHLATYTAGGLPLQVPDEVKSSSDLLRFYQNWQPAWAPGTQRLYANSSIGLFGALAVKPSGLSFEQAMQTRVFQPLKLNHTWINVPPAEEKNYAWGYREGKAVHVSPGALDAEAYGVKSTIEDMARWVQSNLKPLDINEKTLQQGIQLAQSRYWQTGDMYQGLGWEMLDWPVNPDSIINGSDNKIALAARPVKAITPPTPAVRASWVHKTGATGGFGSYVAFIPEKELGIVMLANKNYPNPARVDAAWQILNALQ
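AmpC (5.3 nM in the dispensed reagent) in 20 mM phosphate pH 7.0 with 0.01% (detergent screen) or 0.0001% Triton X-100 was preincubated with compounds for 15 min at room temperature. Nitrocefin was then added from an 800 uM solution, and hydrolysis was followed at 480 nm.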
AMA1 RON2 block = disrupts binding of P. falciparum AMA1 to RON2 | AlphaScreen AMA1-biotinylated RON2 peptide binding | Potency, µM (doses to about 58.2 µM), for inactives: at the top dose activity change, negative = inhibition, hits mostly inhibitors | 360,000 tested, 0.2% active | AID 720542;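 note: potency is the fitted concentration of half-maximal effect; 0% = vehicle wells and -100% = peptide control; nearly all actives have a fitted effect of over 45% in size; some results filed as inactive show a strong effect at the top dose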
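AMA1 (3D7) with his tag at 25 nM final met compounds first, then biotinylated RON2 peptide at 25 nM; detection used donor plus acceptor beads, 10 µg/mL apiece, read by AlphaScreen after 30 min at room temperature.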
HCV inhibitor = inhibitors of hepatitis C virus infection | Potency, µM (doses to about 41.8 µM), for the others: at the top dose activity change, negative = inhibition, most hits filed as inhibitors | Huh7.5.1 HCVcc-Cre infection, luciferase reporter, 44 h | 340,000 tested, 3.4% active; note: potency is the fitted concentration of half-maximal effect
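Seed cells (1,000/well) for 4 h; treat with compound and infect with HCVcc-Cre, moi about 0.5. Incubate 44 h, then detect luciferase activity.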
HCMV inh = human cytomegalovirus inhibition | HFF cells, HCMV-luciferase reporter, 72 h; active compounds read low | activity change, negative = inhibition, % at 57.5 µM | 410,000 tested, 4.5% active | AID 1259415; in the data active = activity change below about -60%; inconclusive = no clear call, values can overlap the other calls; inactive = above about -39%
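Cell-based, HFFs, 1000 cells/well, 16 h 37C; cpds in DMSO + HCMV-luc, MOI 1 PFU/cell; 72 h 37C; OneGlo luminescence after 5 min RT; norm. to buffer vs Salinomycin 10uM.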
Sm TGR inh = inhibitors of Schistosoma mansoni thioredoxin glutathione reductase | 360,000 tested, 3% active | Potency, µM (top dose mostly 114 µM), for inactives: at the top dose activity change, negative = inhibition, most hits filed as inhibitors | purified TGR, DTNB reduction, TNB absorbance 405 nm; note: potency is the fitted concentration of half-maximal effect; nearly all actives have a fitted effect of over 60% in size
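Kinetic colorimetric format: TGR-catalysed, NADPH-driven DTNB reduction monitored via TNB absorbance. Enzyme dispensed at 20 nM; compound exposure 15 min at room temperature before reaction start.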
* hit, by the source's call; ? = inconclusive; nt = not tested or not shown; & = joins results of further samples; [ ] = remark or other dose. Unless noted, calls come from the whole dose curve; as a rule, active = well fitted curve in the direction sought with a large enough effect; inconclusive = small, poorly fitted or top-dose-only effect, or another doubt; inactive = no such curve, though single readings can be large; an effect the other way counts as inactive or inconclusive. Unless noted, % is set by controls: 0 for no effect and ±100 for the full control effect.

SMILES | Giardia FBPA inh | AmpC detergent | AMA1 RON2 block | HCV inhibitor | HCMV inh | Sm TGR inh
Cc1nn2c(-c3ccco3)ccnc2c1-c1ccc(Br)cc1 | nt | 0% | nt | nt | 26 | 13%
CC(C)(C)C(=O)Nc1nc2c(s1)CN(Cc1ccccc1)CC2 | -22% | -9% | -11% | ? | 68 | 25µM*
COc1ccc2cc(C(=O)COC(=O)COc3ccc4c(C)cc(=O)oc4c3)ccc2c1 | -3% | -14% | -9% | 23% | -10 | -7%
O=C(COC(=O)c1ccccc1)Nc1ccccc1Br | 0% | 1% | 6% | 6% | -9 | 3%
COc1ccc(CCNC(=O)C(C)n2c(=O)cc(-c3ccccc3)c3c(C)nn(C)c32)cc1OC (configuration not stated) | nt | 2% | nt | nt | -22 | 1%
Cc1ccc(-n2c(/C=C/c3ccc(Br)s3)nc3ccccc3c2=O)cc1C | nt | -4% | nt | nt | -65* | 4%
CCC(=O)c1ccc(OCC(O)CNCc2ccc(F)cc2)cc1 (configuration not stated) | -4% | -12% | -10% | -27% | 43 | 5%
CC(C)CC1CC(C)(c2csc(NNC(=O)c3ccccc3)n2)OC1=O (configuration not stated) | -1% | 1% | 76%[activator] | -22% | 8 | 0%
O=C(/C=C/c1cccc(F)c1)N1CCc2ccccc21 | 4% | ? | -8% | 2% | 79 | -9%
O=C(COc1ccc(Cl)cc1Cl)NC(=O)N1CCOCC1 | 0% | -13% | 2% | 22% | 58 | -1%
CN(Cc1ccccc1)C(=O)COC(=O)c1cc([N+](=O)[O-])ccc1N1CCOCC1 | nt | -19% | -4% | ? | -15 | -2%
O=C(Nc1ccccc1OC(F)F)c1cccc(S(=O)(=O)N2CCCC2)c1 | 14% | ? | -2% | -22% | 0 | -13%
COc1ccc(N(Cc2cccs2)C(=O)c2ccc(C(C)(C)C)cc2)cc1 | nt | 22% | nt | nt | -9 | 6%
O=C(NN=Cc1cccc([N+](=O)[O-])c1)c1cc(-c2cccnc2)nc2ccccc12 | nt | nt | -2% | ? | -14 | nt
Cc1ccccc1NC(=O)COC(=O)c1cccc(S(=O)(=O)N2CCCCC2)c1 | nt | 0% | 0% | 13% | -16 | 0%
O=C(CCNS(=O)(=O)c1ccc(OC(F)(F)F)cc1)N1CCN(C/C=C/c2ccccc2)CC1 | nt | 2% | -15% | ? | ? | -17%
CN(C(=O)c1ccc(NC(=O)C2CCCN(C(=O)OC(C)(C)C)C2)cc1)C1CCCC1 (configuration not stated) | nt | nt | -5% | -5% | -21 | nt
Cc1ccccc1/C=N\NC(=O)c1ccc(Cn2cccn2)o1 | 2% | 2% | 2% | -7% | -13 | 20%
Cc1cc(C)c(S(=O)(=O)Nc2cccc(S(=O)(=O)NC3=NCCC3)c2)c(C)c1 | -11% | 1% | -5% | 24% | -30 | 6%
COCC(C)NS(=O)(=O)c1ccc(C)cc1 (configuration not stated) | 1% | -1% | 4% | 2% | 29 | 3%
COc1ccc(NC(=O)C2(S(=O)(=O)c3ccc(C)cc3)CC2)c(OC)c1 | nt | 15% | nt | nt | -9 | 6%
COc1ccc(S(=O)(=O)N(C)CC(=O)Nc2ccc3c(c2)OCCO3)cc1OC | 4% | -18% | -2% | -27%&-10% | 51 | -4%
Cc1ccc(-n2c(O)c(/C=N/c3ncn[nH]3)c3ccccc3c2=O)cc1 | 0% | -7% | 26% | ? | ? | -15%
CC(CC(=O)NCC1CCCO1)c1ccccc1 (configuration not stated) | 5% | -10% | 1% | 29% | -12 | -21%
COc1ccc(CCNS(=O)(=O)c2cccc(S(=O)(=O)N3CCCC3)c2)cc1OC | 5% | -17% | 3% | -11% | -17 | -34%
Cc1nnc(Cl)c2nn(-c3ccccc3F)c(C)c12 | ? | 7% | 10% | 9% | ? | -2%
COc1cc2c(cc1OC)C(c1ccccc1F)NCC2 (configuration not stated) | 15% | -20% | 9% | 7% | -11 | -23%
Cc1cc(C(C)(C)C)oc1C(=O)NCCCNC(=O)c1oc(C(C)(C)C)cc1C | -2% | -1% | -4% | 1% | -8 | -16%
Cc1ccc(N2C(=O)C3C4C=CC(C4)C3C2=O)cc1 (configuration not stated) | 3% | -19% | 0% | 5% | -6 | -2%
C[C@@H]1NC(=O)c2cc([N+](=O)[O-])cc(I)c2OCC[C@@H](C(=O)NC(CC(=O)O)C(N)=O)NC(=O)[C@H](CC(N)=O)NC1=O (some centres not stated) | 7% | -3% | 43%[activator] | -9%[8.37 µM] | nt | -7%
CCCN(CCC)c1cc(C)nc2nc(-c3ccc(C(C)(C)C)cc3)nn12 | nt | 3% | nt | nt | -8 | -4%
CCOC(=O)C1(Cc2ccccc2)CCCN(C2CCCC2)C1 (configuration not stated) | 3% | -4% | 18% | 6% | 1 | 0%
Cc1ccccc1C(=O)Nc1ccccc1 | -1% | 0% | 6% | 10% | 24 | 8%
COC(=O)c1ccc(N2CCOCC2)c(NC(=O)c2ccco2)c1 | nt | 3% | -13% | -3% | 30 | 2%
O=C(Nc1nc2ccc(S(=O)(=O)N3CCCC3)cc2s1)c1cccc(F)c1 | nt | -2% | nt | nt | 21 | 1%
CC(C(=O)NC1CCCCC1)N1CCN(S(=O)(=O)c2cccs2)CC1 (configuration not stated) | nt | 10% | 0% | 1% | -8 | 6%
COc1ccc(-c2csc3nc(-c4ccccc4C)oc(=O)c23)cc1OC | nt | 5% | nt | nt | -9 | 1%
Cn1nc(-c2ccc(N3CCOCC3)c(NS(=O)(=O)c3ccc(Cl)cc3)c2)c2ccccc2c1=O | -14% | -5% | -3% | ? | 2 | 0%
Cc1cc(C)nc(NS(=O)(=O)c2ccc(NC(=O)Nc3ccccc3)cc2)n1 | 3% | 2% | -12% | 7% | 26 | 2%
Cc1ccc(C2CC(c3ccc(Cl)cc3)n3nc(N)nc3N2)cc1 (configuration not stated) | 9% | ? | 6% | 2% | -15 | -2%
O=C1CC(=O)N(c2ccc3c(c2)OCO3)C(=O)N1 | -4% | -15% | -22% | 7% | 47 | -20%
O=C(Nc1ccccc1C(=O)OCc1cc(=O)n2c3c(sc2n1)CCCC3)c1ccccc1 | nt | 14% | nt | nt | -83* | 5%
CCOC(=O)Cn1c(CN2CCOCC2)nc2c1c(=O)[nH]c(=O)n2C | 2% | -11% | 0% | ? | 12 | 0%
Cc1cccc(Nc2nnc(SCC(=O)Nc3ccccc3[N+](=O)[O-])s2)c1 | -5% | ? | -14% | ? | 54 | -6%
Cc1ccccc1NS(=O)(=O)c1cc(S(C)(=O)=O)ccc1Cl | 1% | 2% | 3% | 13% | -7 | -7%
Cc1[nH][nH]c(=O)c1N=Nc1ccc(S(N)(=O)=O)cc1 | nt | nt | 5% | -13% | 23 | nt
O=C(NC(=S)Nc1cccc(CO)c1)c1ccc(-c2ccccc2)cc1 | -9% | -1% | 24% | -4% | -22 | -21%
CN(CC12CC3CC(CC(C3)C1)C2)C(=O)c1ccco1 | nt | nt | 8% | 1% | -1 | nt
COc1cccc(C(=O)NNC(=O)CCc2ccccc2)c1 | 1% | -3% | 40%[activator] | 5% | -26 | -2%
COC(=O)c1c(NC(=O)COc2cccc(C(F)(F)F)c2)sc2c1CCCC2 | nt | 7% | nt | nt | 12 | 16%
CCOC(=O)CC(=O)Nc1ccc(C(=O)OCC)cc1 | 6% | -10% | 7% | -2% | -4 | -5%
CC(=O)Nc1nc2c(ncn2COCCOC(C)=O)c(=O)[nH]1 | 4% | -5% | nt | 6% | nt | 0%
CSc1nc(-c2ccccc2)c2cc(Cl)ccc2n1 | 4% | ? | 6% | ? | 29 | 1%
COc1ccccc1CN1C[C@@H]2C[C@@H](C3=Cc4cccc(OC)c4OC3)N3CCC[C@@]23C1=O | -2% | -7% | -3% | ? | -23 | -30%
CC(=O)/C(=N\Nc1ccccc1)Sc1nncn1C | 3.5µM* | -2% | 19% | 11% | 6 | -2%
O=C(COC(=O)Cc1ccsc1)Nc1cccc(F)c1 | nt | 5% | 0% | ? | -20 | -3%
CC(C)[C@H](NC(=O)c1ccccc1)C(=O)OCC(=O)c1ccc2c(c1)NC(=O)CO2 | -4% | ? | 39%[activator] | 2% | 30 | 35µM*
COc1ccc(OC)c(NC(=O)C2CCC(CNc3c(N4CCC(C)CC4)c(=O)c3=O)CC2)c1 (configuration not stated) | -12% | ? | -2% | -23% | -1 | 0%
O=c1/c(=C\c2cccc(O)c2)sc2nc(-c3ccccc3)c(-c3ccccc3)n12 | -4% | -1% | 0% | -15% | ? | 4%
COc1ccc(Cc2nc3ccc(C(=O)N4CCCC4)cc3o2)cc1OC | -4% | -8% | -5% | ? | 0 | -1%
NS(=O)(=O)c1ccc(NC(=S)NCc2ccc(F)cc2)cc1 | -1% | 1% | -12% | -3% | ? | -28%
COCCCNC(=O)Cn1nc(N2CCN(c3ccccc3)CC2)ccc1=O | nt | 2% | nt | nt | -13 | 1%

A draw from above in order of heavy-atom count, ascending.
SMILES | Giardia FBPA inh | AmpC detergent | AMA1 RON2 block | HCV inhibitor | HCMV inh | Sm TGR inh
O=C1CC(=O)N(c2ccc3c(c2)OCO3)C(=O)N1 | -4% | -15% | -22% | 7% | 47 | -20%
Cc1[nH][nH]c(=O)c1N=Nc1ccc(S(N)(=O)=O)cc1 | nt | nt | 5% | -13% | 23 | nt
CN(CC12CC3CC(CC(C3)C1)C2)C(=O)c1ccco1 | nt | nt | 8% | 1% | -1 | nt
CC(=O)Nc1nc2c(ncn2COCCOC(C)=O)c(=O)[nH]1 | 4% | -5% | nt | 6% | nt | 0%
CCOC(=O)Cn1c(CN2CCOCC2)nc2c1c(=O)[nH]c(=O)n2C | 2% | -11% | 0% | ? | 12 | 0%
O=C(NC(=S)Nc1cccc(CO)c1)c1ccc(-c2ccccc2)cc1 | -9% | -1% | 24% | -4% | -22 | -21%
Cc1cccc(Nc2nnc(SCC(=O)Nc3ccccc3[N+](=O)[O-])s2)c1 | -5% | ? | -14% | ? | 54 | -6%
COCCCNC(=O)Cn1nc(N2CCN(c3ccccc3)CC2)ccc1=O | nt | 2% | nt | nt | -13 | 1%
O=c1/c(=C\c2cccc(O)c2)sc2nc(-c3ccccc3)c(-c3ccccc3)n12 | -4% | -1% | 0% | -15% | ? | 4%
CC(C)[C@H](NC(=O)c1ccccc1)C(=O)OCC(=O)c1ccc2c(c1)NC(=O)CO2 | -4% | ? | 39%[activator] | 2% | 30 | 35µM*
O=C(Nc1ccccc1C(=O)OCc1cc(=O)n2c3c(sc2n1)CCCC3)c1ccccc1 | nt | 14% | nt | nt | -83* | 5%
COc1ccc(OC)c(NC(=O)C2CCC(CNc3c(N4CCC(C)CC4)c(=O)c3=O)CC2)c1 (configuration not stated) | -12% | ? | -2% | -23% | -1 | 0%
